Growth percent in the NCI-60 one-dose screen (48 h, 10 µM unless noted): 100 = growth as untreated, 0 = no growth, -100 = all killed.
SK-MEL-5: SK-MEL-5 melanoma. hit rate 6.4% among 80,000. AID 1794755
LOX IMVI: LOX IMVI melanoma | hit rate 7.4% among 79,000
HS 578T: HS 578T breast cancer; hit rate 4.1% among 78,000
MDA-MB-435: MDA-MB-435 melanoma; hit rate 7.8% among 82,000; AID 1794794
SK-MEL-28: SK-MEL-28 melanoma; hit rate 4.1% among 81,000; AID 1794761
BT-549: BT-549 breast cancer | hit rate 4.4% among 78,000 | AID 1794793
SK-MEL-2: SK-MEL-2 melanoma. AID 1794763. hit rate 4.7% among 77,000
T-47D: T-47D breast cancer. hit rate 5% among 79,000
Active calls of the source: *; . = not tested or not shown; [ ] = another dose, or the depositor's remark. The calls were made as follows: active = growth percent below 10; inactive = the rest. No enrichment for hits; any-hit rate near 12%.

Every second line gives: SK-MEL-5	LOX IMVI	HS 578T	MDA-MB-435	SK-MEL-28	BT-549	SK-MEL-2	T-47D
1. CCCCN(CCCC)CC(O)Cc1ccc(OCC)cc1 (centres undefined)
 : 102	101	98	104	108	116	94	97
2. Cc1ccc2c(c1)C(=O)/C(=C/c1ncc([N+](=O)[O-])n1C)O2
 : -38*	-3.4*	-10*	-81*	-17*	-26*	-58*	90
3. CC(C)CC(NC(=O)CCc1nc2c(=O)[nH]c(=S)[nH]c2[nH]c1=O)C(=O)O (centres undefined)
 : 97	102	100	105	103	99	106	92
4. Cc1cccc(C[C@H](NC(=O)Nc2ccc(C)cc2F)C(=O)N[C@@H]2C(=O)N3C[C@H](O)C[C@H]3C(=O)N3CCN(C)C[C@H]3C(=O)N[C@@H](C)C(=O)N3C[C@H](C)C[C@H]3C(=O)O[C@H]2C)c1
 : 66	39	51	22	48	22	40	26
5. COc1cccc(C2CC(=O)Nc3cc4c(cc32)CCC4)c1OC (centres undefined)
 : .	60	68	-56*	69	62	36	57
6. O=C(/C=C/c1cccc(OC(F)(F)F)c1)Nc1ccc(C=C2c3ccccc3C(=O)c3ccccc32)cc1
 : 77	91	88	63	85	83	110	63
7. N#Cc1c(-c2ccccc2Br)n2c(nc1=O)SC(=O)C2
 : 100	101	103	95	102	107	105	113
8. CS(=O)(=O)c1ccc(-c2nn(-c3ccccc3)cc2/C=N/NC(=O)c2ccccc2)cc1
 : 72	88	110	93	91	87	99	66
9. Cc1c(C(=O)NCCCC(=O)NO)sc2ncnc(Nc3ccc(NC(=O)Nc4cccc(C(F)(F)F)c4)cc3)c12
 : 101	98	94	102	109	119	108	110
10. COc1cc(/C=C/c2cc(O)c3cc(C(C)=O)c(=O)oc3c2)cc2c1O[C@]1(C)CC[C@@H](O)C(C)(C)[C@H]1C2
 : -97*	19	2.8*	21	-0.1*	35	50	60
11. CCOC(=O)C1C(=O)NC(C(=O)OCC)(C(=O)OCC)C1CC (centres undefined)
 : 101	96	129	115	123	112	110	109
12. CC1CCC(C(=O)O)N1 (centres undefined)
 : 102	99	106	111	95	102	91	86
13. C#Cc1nc(C2=C(C)C(=O)/C(=N/OC(C)=O)C2)cs1
 : 97	.	91	95	107	95	97	80
14. COc1ccc(C(=O)c2sc3nc(-c4cc(OC)ccc4OC)cc(-c4ccc(OC)cc4)c3c2N)cc1
 : 100	95	105	97	98	92	83	76
15. O=C(c1ccc(O)c(Br)c1)c1ccc(O)c(Br)c1
 : 99	108	113	118	110	100	105	106

4 entries drawn at random from those above:
Every second line gives: SK-MEL-5	LOX IMVI	HS 578T	MDA-MB-435	SK-MEL-28	BT-549	SK-MEL-2	T-47D
14. COc1ccc(C(=O)c2sc3nc(-c4cc(OC)ccc4OC)cc(-c4ccc(OC)cc4)c3c2N)cc1
 : 100	95	105	97	98	92	83	76
2. Cc1ccc2c(c1)C(=O)/C(=C/c1ncc([N+](=O)[O-])n1C)O2
 : -38*	-3.4*	-10*	-81*	-17*	-26*	-58*	90
12. CC1CCC(C(=O)O)N1 (centres undefined)
 : 102	99	106	111	95	102	91	86
4. Cc1cccc(C[C@H](NC(=O)Nc2ccc(C)cc2F)C(=O)N[C@@H]2C(=O)N3C[C@H](O)C[C@H]3C(=O)N3CCN(C)C[C@H]3C(=O)N[C@@H](C)C(=O)N3C[C@H](C)C[C@H]3C(=O)O[C@H]2C)c1
 : 66	39	51	22	48	22	40	26

Additional compounds follow.
Every second line gives: SK-MEL-5	LOX IMVI	HS 578T	MDA-MB-435	SK-MEL-28	BT-549	SK-MEL-2	T-47D
16. CCCS(=O)(=O)Nc1ccc(F)c(C(=O)c2c[nH]c3ncc(-c4ccc(Cl)cc4)cc23)c1F
 : 16	16	.	13	1.7*	41	.	8.4*
17. CCSC(SCC)C(OC(C)=O)C(OC(C)=O)C(OC(C)=O)C(COC(C)=O)OC(C)=O (centres undefined)
 : 95	99	101	112	92	100	96	87
18. N#CC(C#N)c1c(C(F)(F)F)nn(-c2ccccc2)c1-c1ccc(Cl)cc1
 : 96	95	.	104	104	100	85	90
19. O=Cc1ccc2oc3ccccc3c2c1
 : 107	104	116	113	114	101	98	95
20. CNC(=O)Cn1nnc(CO)c1CCc1ccccc1
 : 105	97	109	113	113	96	83	93
21. O=C(O)c1cccnc1Sc1nc2ccc(Cl)cc2c(=O)n1-c1ccccc1
 : 96	92	104	99	111	109	133	85
22. O=[N+]([O-])O[C@@H]1CO[C@H]2[C@@H]1OC[C@@H]2O
 : .	89	109	101	.	117	128	106
23. N#CC1C(=O)CC(c2ccccc2)N2c3ccccc3SC12 (centres undefined)
 : 95	97	103	107	92	107	103	93
24. Cc1[nH]c(C(=O)Nc2cc(S(C)(=O)=O)ccc2O)c2c1C(=O)CCCC2
 : 100	99	94	100	112	125	121	84
25. COc1cc(OC)c(C(=O)/C=C/c2cc3c(cc2OCc2ccccc2)OC(C)(C)CC3)cc1CC=C(C)C
 : 50	39	70	36	53	27	82	42
26. COc1cccc(-c2ccnc(/N=C(\N)Nc3ccc(S(=O)(=O)Nc4nc(C)cc(C)n4)cc3)n2)c1
 : 100	86	86	109	112	111	100	88
27. O=C(N/N=C/C[C@@H]1[C@@H](COC2CCCCO2)[C@H](OC2CCCCO2)C[C@@H]1O)c1ccncc1 (some centres undefined)
 : 100	100	99	109	97	101	88	94
28. CCCOc1ccc(-c2nc(-c3ccc(N)cc3)cs2)cc1
 : 100	110	130	107	132	.	107	85
29. NC(=O)c1cc(O)cc(O)c1
 : 119	105	116	116	114	103	97	107
30. Cc1ccc(Oc2ccc(NC(=O)Cn3c(=O)ccn(CCCCCCCCOc4ccc(Br)cc4)c3=O)cc2)cc1
 : 28	50	76	66	64	61	74	39
31. CSc1oc(-c2ccccc2)nc1S(=O)(=O)c1ccc(C)cc1
 : 101	103	95	100	94	98	97	73
32. CCCCCCCCCCCCCCCc1cc(OC2OC(COC(C)=O)C(OC(C)=O)C(OC(C)=O)C2OC(C)=O)ccc1[N+](=O)[O-] (centres undefined)
 : 82	59	86	103	101	51	92	.
33. CC(=O)OCC1OC(SC(=N)N)C(OC(C)=O)C(OC(C)=O)C1OC(C)=O (centres undefined)
 : 98	98	90	103	105	105	94	95
34. CC(=O)CC(=O)Nc1c(C#N)nnn1-c1ccc(S(N)(=O)=O)cc1
 : .	90	97	104	102	100	98	95
35. O=S(=O)(O)c1ccc(N=NN2CN(N=Nc3ccc(S(=O)(=O)O)cc3)C3CCCCCC2N3N=Nc2ccc(S(=O)(=O)O)cc2)cc1
 : 108	101	101	121	114	113	106	.
36. NS(=O)(=O)c1cnccc1-n1ccc(=O)c(S(N)(=O)=O)c1
 : 103	97	64	92	93	.	81	84
37. CCOC(=O)C(=Cc1ccc(-c2ccccc2)cc1)C(=O)OCC
 : 55	-57*	40	38	31	31	52	28
38. CC(=O)c1nnn(-c2ccc(S(N)(=O)=O)cc2)c1C
 : 101	96	104	99	107	99	102	101
39. NC(CCCCOc1ccccc1)C(=O)O (centres undefined)
 : 103	95	117	113	114	106	96	101
40. COC(=O)[C@H](C)NC(=O)[C@@H]1CCCN1C(=O)CNC(=O)[C@H](C)N
 : 101	96	100	102	118	109	113	98
41. CCOC(=O)/C(=C\CC/C(C)=C/CC/C(C)=C/CCc1ccoc1)CC(=O)O
 : .	.	123	103	120	111	.	94
42. Nc1ncnc2c1ccn2-c1cccc(NC(=O)c2cccc(C(F)(F)F)c2)c1
 : 41	62	.	59	85	90	81	59
43. Cc1ccc(C(C)C)cc1OCCOCCCl
 : 103	99	95	89	105	.	101	.
44. O=[N+]([O-])c1ccc(O)c(S(=O)(=O)O)c1
 : 121	98	103	109	116	128	108	97
45. CCOC(=O)c1c(C)oc2cc3c(C(=O)OCC)c(C)oc3cc12
 : 105	101	104	104	106	103	101	88

Reformatted: entries from further up
42) Nc1ncnc2c1ccn2-c1cccc(NC(=O)c2cccc(C(F)(F)F)c2)c1
43) Cc1ccc(C(C)C)cc1OCCOCCCl
44) O=[N+]([O-])c1ccc(O)c(S(=O)(=O)O)c1

compound no. | 42 | 43 | 44
SK-MEL-5 | 41 | 103 | 121
LOX IMVI | 62 | 99 | 98
HS 578T | . | 95 | 103
MDA-MB-435 | 59 | 89 | 109
SK-MEL-28 | 85 | 105 | 116
BT-549 | 90 | . | 128
SK-MEL-2 | 81 | 101 | 108
T-47D | 59 | . | 97

Other results
Every second line gives: SK-MEL-5	LOX IMVI	HS 578T	MDA-MB-435	SK-MEL-28	BT-549	SK-MEL-2	T-47D
46. Cc1cc([N+](=O)[O-])ccc1NC(=O)c1ccc2c(c1)nc(-c1ccccc1)n2C1CCCCC1
 : 62	64	88	92	117	77	87	60
47. O=C(NOC[C@H](O)CO)c1ccc(F)c(F)c1Nc1ccc(I)cc1F
 : 43	23	.	33	-2.1*	80	.	62
48. Cc1cccc(Cc2c(C)cc(C)c(N(CC(=O)O)S(=O)(=O)c3ccccc3)c2C)c1
 : 98	95	101	106	107	.	109	110
49. c1ccc(-c2oc3ncn4nc(-c5cccnc5)nc4c3c2-c2ccccc2)cc1
 : 98	94	85	104	114	99	94	85
50. C#Cc1cccc(Oc2ccccc2NC(=O)CCl)c1
 : 79[8.25 µM]	53[8.25 µM]	98[8.25 µM]	98[8.25 µM]	108[8.25 µM]	64[8.25 µM]	102[8.25 µM]	62[8.25 µM]
51. C[C@@H]1C[C@@]2(C)C(=CC1=O)CC[C@@H]1[C@@H]2C(=O)C[C@@]2(C)[C@H]1CC[C@]2(O)C(=O)CO
 : 99	101	105	92	109	111	106	111
52. C=C1C(=O)O[C@H]2[C@H]1CC/C(COC(=O)c1cc3ccccc3o1)=C\CC[C@@]1(C)O[C@@H]21
 : 7.0*	-89*	-4.7*	-35*	-48*	-32*	-35*	-48*
53. CCOC(=O)C1=C(N)N(c2ccccc2)C2=C(C(=O)CC(C)(C)C2)C1c1ccccc1OC (centres undefined)
 : 97	101	106	112	110	105	109	93
54. Cc1cc(Cl)nc(Nc2ccccc2)n1
 : 97	97	100	98	109	108	106	90
55. O=C(O)c1ccc(NO)cc1
 : 99	102	92	105	100	100	92	85
56. COCCOC(=O)Nc1c(Cl)cccc1Cl
 : 102	.	112	106	108	101	.	101
57. O=C1NCC(c2ccccc2)(c2ccccc2)C(=O)N1
 : 109	102	107	99	115	109	114	.
58. Nc1c(C(=O)Nc2cccc(Cl)c2)sc2ncc(Cl)cc12
 : 94	45	.	78	92	69	.	50
59. O=C(Nc1ccc(Cl)cn1)c1cccc(N2C(=O)/C(=C/c3cccc(F)c3)SC2=S)c1
 : 99	96	97	100	109	101	109	88
60. COc1ccccc1NC(=O)c1cccc(C2CC(=O)c3c(cc(OC)c(OC)c3OC)O2)c1 (centres undefined)
 : 70	90	102	86	102	79	87	55
61. Cn1c2c(c(=O)n(C)c1=O)C1(C(=O)N(Cc3ccccc3)c3ccccc31)c1c(n(C)c(=O)n(C)c1=O)N2
 : 95	94	102	104	109	109	88	63
62. O=C(NCc1ccc(Cl)cc1Cl)C1CCC(=O)N1C(=O)Nc1ccccc1Cl (centres undefined)
 : 101	94	92	102	106	102	99	102
63. COc1ccc(-c2cc(C(F)F)c3c(N)c(C(=O)c4ccc5c(c4)OCO5)sc3n2)cc1
 : 79	82	15	81	65	82	.	.
64. CCCC(C)(C)COC(=O)c1ccc(Cl)cc1
 : 109	100	98	.	108	108	99	89
65. COc1ccc(-c2noc(N)c2-c2cc(OC)c3c(c2)OCO3)cc1
 : 21	30	21	-59*	52	48	-1.4*	34
66. CCOc1nsc(OCC)n1
 : 102	96	97	103	111	98	92	105
67. O=C(O)C1CCc2nc(NCc3ccccc3)nc(NCc3ccccc3)c2C1 (centres undefined)
 : 109	108	.	112	108	102	97	99
68. O=C1C(=C(O)c2ccccc2)C(=O)c2ccccc21
 : 107	99	120	103	105	96	105	103
69. C=CCN(CC=C)c1nn[nH]n1
 : 100	97	99	112	124	118	114	106
70. Cc1ccc2nc(-c3c(-c4ccccc4)nc4sccn34)[nH]c2c1
 : 87	94	101	95	89	102	97	84
71. COc1cc2cc3c(=O)n4c(cc5ccncc54)c(=O)n3c2cn1
 : 106	100	113	105	110	105	98	95
72. CCOC(=O)C(=O)Cc1nc(OCc2ccccc2)cc(OCc2ccccc2)n1
 : 111	86	106	103	111	111	95	98
73. N=c1scc(-c2ccccc2)n1CC(=O)N1CCOCC1
 : 96	92	101	101	112	103	106	89
74. Cc1csc(/N=C(N)/N=C(\N)c2cccc(F)c2)n1
 : 100	103	106	100	105	137	108	95
